From PubChem BioAssay
PriA SSB inh – inhibitors of Klebsiella pneumoniae PriA binding to SSB C-terminal tail, primary screen, biochemical, AlphaScreen | inhibition, % at 33 µM | PriA–SSB C-terminal tail interaction (Klebsiella pneumoniae) | AlphaScreen SSBct-PriA binding, biotinylated peptide | 430,000 tested, 0.6% active; in the data active = inhibition mostly above about 37%, no sharp cut-off; inactive = mostly below about 20%;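 note: plate controls were negative control peptide for no effect and reference peptide for full effect; strong numbers were not always called active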
An asterisk follows results filed as active; i = inactive; & = joins results of further samples.

SMILES | PriA SSB inh
COc1ccc(/C=N\n2cnc3c([nH]c4ccc(F)cc43)c2=O)cc1 | -15
CC(=NNc1ccc(F)cc1)c1ccc(N2CCOCC2)c(F)c1 | -8
Cc1ccc(-n2c(=O)[nH]cc(C(=O)Nc3cccc(Cl)c3C)c2=O)cc1C | -11
O=C(NCC1CCN(Cc2cccs2)CC1)c1cc(Cl)ccc1Cl | -11
CCc1nnc(NN=Cc2cccs2)n1N | -1
O=C(NCC1CCN(Cc2cccs2)CC1)c1ccc(F)cc1 | 7
Cc1ccc2nc(C)c(NC(=O)c3ccccc3C)c(=O)n2c1 | 2
CCCCCC(=O)Nc1ccc(C(=O)NN=Cc2ccc([N+](=O)[O-])cc2)cc1 | -5
CCc1ccccc1NC(=O)c1csc(Nc2ccc(S(C)(=O)=O)cc2)n1 | -3&1
COC(C(=O)NN=C(C)c1ccc(C)cc1)c1ccccc1 (stereo not given) | -6
CCCCCOc1ccc(C(C)=NNC2=NCCN2)cc1 | -6
O=C(NN=Cc1ccccn1)c1cc(C2CC2)nc2ccccc12 | 3
CC(=O)Nc1cccc(NC(=O)CSc2nc(CC(=O)Nc3ccc(F)c(F)c3)cs2)c1 | -5
O=C(c1cc(-c2ccc(F)cc2)c[nH]1)N1CCCC(Cc2nc(C3CC3)no2)C1 (stereo not given) | -6
O=C(CNC(=O)c1ccc2c(c1)OCCO2)NN=Cc1cccc(Br)c1 | -1
Cn1c(O)c(C=C2C=CC=N2)c(=O)[nH]c1=O | -9
O=C(NN=Cc1ccc(CNS(=O)(=O)c2ccc(Cl)cc2)o1)C(=O)Nc1ccc(Oc2ccccc2)cc1 | -15
COCCn1c(SC(C(C)=O)C(=O)N(C)C)nnc1-c1c[nH]c2ccccc12 (stereo not given) | -1
COc1cc(-c2nc3nc4ccccc4nc3n2CC2CCCO2)cc(OC)c1OC (stereo not given) | 0
COc1ccccc1-c1ccc(=O)n(Cc2ccccn2)n1 | -28
CCOC(=O)c1sc(NC(=O)c2nc3ccccc3s2)cc1C | -3
CC(=NNC(=O)c1cc(C2CC2)[nH]n1)c1cccs1 | -8
COc1ccc(S(=O)(=O)Nc2ccc(Nc3ccc(C)nn3)cc2)c(C)c1C | -9
Cc1cc(Cl)ccc1NC(=O)C(C)Oc1ccc(Cl)cc1C (stereo not given) | -12&-4
O=C(c1cc(-c2ccc(F)cc2)n[nH]1)N1CCN(Cc2csc(-c3ccccc3)n2)CC1 | 7

Compounds shown so far that contain a Cl atom, in the order listed:
SMILES | PriA SSB inh
Cc1ccc(-n2c(=O)[nH]cc(C(=O)Nc3cccc(Cl)c3C)c2=O)cc1C | -11
O=C(NCC1CCN(Cc2cccs2)CC1)c1cc(Cl)ccc1Cl | -11
O=C(NN=Cc1ccc(CNS(=O)(=O)c2ccc(Cl)cc2)o1)C(=O)Nc1ccc(Oc2ccccc2)cc1 | -15
Cc1cc(Cl)ccc1NC(=O)C(C)Oc1ccc(Cl)cc1C (stereo not given) | -12&-4

(listing goes on)
SMILES | PriA SSB inh
COc1ccc(CC(C)(N)C(=O)O)cc1OC (stereo not given) | -5
CC(=O)c1cccc(NC(=O)CON=C2CCCc3nonc32)c1 | -9
CC(Oc1ccccc1)C(=O)NCCCS(=O)(=O)N1CCN(c2ccccn2)CC1 (stereo not given) | -8
COc1ccc(-c2noc(-c3c(SC)nn(CC(=O)Nc4c(C)cccc4C)c3N)n2)cc1OC | -11
Cc1ccc(OCCn2c(C)c(C=Nn3cnnc3)c3ccccc32)cc1 | -13
CCc1ccccc1N(C(=O)c1ccccc1F)C1C=CS(=O)(=O)C1 (stereo not given) | -13
Cn1nc(CNC(=O)c2ccc(OC(F)(F)F)cc2)c2c1CCCC2 | -18
COc1ccc(C=NNc2nc(Nc3ccccc3)nc(N3CCCC3)n2)cc1 | 4
O=C(COc1ccc(Cl)cc1Cl)Nc1ccc2c(c1)CN(S(=O)(=O)c1ccccc1)CC2 | -9&4
COc1ccc(CC(=O)Nc2c(C)nc3sccn3c2=O)cc1OC | -12
CC(=O)c1c(C)nn(C[C@H](O)COc2ccc3cc(Br)ccc3c2)c1C | -15
O=C(Cn1c(=O)oc2ccccc21)NCc1cc(C2CC2)n(C2CCCC2)n1 | -7
COc1ccccc1NC(=O)Cn1nc(C2CCCN(S(C)(=O)=O)C2)n(C)c1=O (stereo not given) | -9
O=C(NNC(=NS(=O)(=O)c1ccc(Cl)cc1)c1ccccc1)c1ccc(O)cc1 | -13
COc1ccccc1CNC(=O)CSc1nccc(N2CCCC2)n1 | -8
CCCCC(O)=C1C(=O)CC(C)(C)CC1=Nc1ccc(N)cc1 | 7
Cc1ccc(C(C)C)cc1S(=O)(=O)N1CCN(c2ccc(Cl)c(Cl)c2)CC1 | -2
CC(=O)Nc1ccc(NS(=O)(=O)c2ccc(C)c(N(C)S(=O)(=O)c3ccc(F)cc3)c2C)cc1 | -15
N#Cc1ccccc1NC(=O)C(=O)NCC1CCN(S(=O)(=O)c2cccnc2)CC1 | -19
O=C(c1cc2ccccc2o1)N1CCN(C[C@H](O)C2CC2)CC1 | 1
O=C(Nc1cccc(Cl)c1)c1ccc(F)c(S(=O)(=O)NCc2ccccc2Cl)c1 | -16
C(=N\n1c(-c2ccc(-c3ccccc3)cc2)csc1=NCCc1ccccc1)/c1ccccn1 | i
COc1ccc(C=NNC(=O)C(=O)N2CCCC2)cc1OC | 2
COC(=O)c1cc(-c2ccc(C)s2)[nH]n1 | 17
Cc1cc(C(=O)Nc2cccc3ccccc23)ccc1[N+](=O)[O-] | 15

Reprinted from above (4 entries):
SMILES | PriA SSB inh
COc1ccc(CC(C)(N)C(=O)O)cc1OC (stereo not given) | -5
CC(=O)c1cccc(NC(=O)CON=C2CCCc3nonc32)c1 | -9
CC(Oc1ccccc1)C(=O)NCCCS(=O)(=O)N1CCN(c2ccccn2)CC1 (stereo not given) | -8
COc1ccc(-c2noc(-c3c(SC)nn(CC(=O)Nc4c(C)cccc4C)c3N)n2)cc1OC | -11

(next part)
SMILES | PriA SSB inh
COc1ccc(CCNC(=O)N2CCN(CCn3ccnc3)CC2)cc1 | -2
Nc1ccc(C(=O)NN=C/C=C/c2ccc([N+](=O)[O-])cc2)cc1 | 4
COC(=O)c1ccc(Oc2coc3cc(OCC(=O)c4ccc(Cl)cc4)ccc3c2=O)cc1 | -9
COc1cc(C=NNC(=O)c2c(C)nc3ccc(Cl)cn23)cc(OC)c1OC | -4
Cn1c(=O)c2c(ncn2CC(=O)NCCn2ncc3c(=O)n(Cc4ccccc4)cnc32)n(C)c1=O | -10
Cc1ccc(-c2noc(-c3ccc(=O)n(Cc4cccc(F)c4)n3)n2)cc1 | -12
COC(=O)c1ccc(NC(=O)CSc2ncnc3nc(N4CCc5ccccc5C4)sc23)cc1 | -5
CC(=O)N1CCN(c2ccnc3c2c(=O)n(CC(=O)NC2CCCCC2)c(=O)n3C)CC1 | -13
O=C(c1ccccc1Br)N1CCN(CCN2C(=O)c3cccc4cccc(c34)C2=O)CC1 | -13
C=CCn1c(=NC(=O)c2ccc3ncsc3c2)sc2cc(S(N)(=O)=O)ccc21 | -4
Cc1cc2cc(CNC(=O)Cc3ccccc3)ccc2n1C | 26
O=C(CCc1ccccc1F)Nc1ccc2c(c1)CN(C(=O)c1cccs1)CC2 | 4
CC1SC(C)C(=O)N(CC(=O)Nc2ccc(F)cc2F)C1=O (stereo not given) | 2
COc1ccc(OC)c(-c2cc(C(=O)NN=Cc3ccc(F)cc3)c3ccccc3n2)c1 | 3
Cc1ccc(-n2cc(C(=O)N3CCN(c4ccc(F)cc4)CC3)nn2)cc1C | -6
O=C(CSc1nccn1Cc1ccc(F)cc1)Nc1ccccc1 | -19&14
CCCNC(=O)c1ccc2c(=O)n(Cc3ccccc3)c(SCC#N)nc2c1 | -1
Cc1ccccc1-c1nc(C#N)c(N2CCN(C)CC2)o1 | 27
COC(=O)c1ccccc1NC(=O)Cn1ncn2nc(-c3ccc(C)c(C)c3)cc2c1=O | -15
CCN(CC)C(=O)Cn1cc(S(=O)(=O)Cc2cccc(C(F)(F)F)c2)c2ccccc21 | -11
CSc1ccc(-c2nnc(NC(=O)c3ccc(S(=O)(=O)N4CCOCC4)cc3)o2)cc1 | -14
O=C(NCCn1nc(-n2cncn2)ccc1=O)c1ccc(-n2cccc2)cc1 | 1
Cc1ccc(S(=O)(=O)Nc2nc(CC(=O)Nc3ccccc3C(N)=O)cs2)cc1 | -12
CCN(CC)C(=O)c1cnc2nc(C)ccc2c1Nc1ccc(F)c(F)c1 | -6
COCCn1c(SCC(=O)Nc2ncn[nH]2)nc2ccsc2c1=O | -9

Part of the list above in order of SMILES length, ascending:
SMILES | PriA SSB inh
Cc1cc2cc(CNC(=O)Cc3ccccc3)ccc2n1C | 26
O=C(NCCn1nc(-n2cncn2)ccc1=O)c1ccc(-n2cccc2)cc1 | 1
Nc1ccc(C(=O)NN=C/C=C/c2ccc([N+](=O)[O-])cc2)cc1 | 4
C=CCn1c(=NC(=O)c2ccc3ncsc3c2)sc2cc(S(N)(=O)=O)ccc21 | -4
COC(=O)c1ccccc1NC(=O)Cn1ncn2nc(-c3ccc(C)c(C)c3)cc2c1=O | -15
CSc1ccc(-c2nnc(NC(=O)c3ccc(S(=O)(=O)N4CCOCC4)cc3)o2)cc1 | -14

Next section
SMILES | PriA SSB inh
O=C(Cn1cccn1)N1CC(c2nc(-c3ccco3)no2)C1 | -12
NC(=O)CN1C(=O)C(=c2sc3nc(=O)c(Cc4ccccc4)nn3c2=O)c2ccccc21 | -4
O=C(NCCc1ccccc1)N1CCC(S(=O)(=O)Cc2ccco2)CC1 | -13
COc1ccc(-c2csc(/C(C#N)=C3\C=CC=CN3C)n2)cc1 | 142*
CC(C)NC(=O)Cn1cccc(-c2nc(-c3cnccn3)no2)c1=O | -19
COc1nn(C)cc1C(=O)N1CCN(c2cc(C3CC3)nn2C)CC1 | -11
Cc1cc(NC(=O)C(=O)NCC2CCN(C(C)C)CC2)c2ccccc2n1 | -9&3
Cc1cc(C(=O)N(Cc2ccsc2)Cc2ccccn2)no1 | -7
O=C(NN=CCCc1ccccc1)c1ccccc1 | -11
CCc1nnc(-c2cccc(OCC(=O)N3CCCc4ccccc43)c2)o1 | 4
O=C(c1ccc(Br)cc1)N1CCC2(O)CCCCC2C1 (stereo not given) | 1
CC(Oc1ccccc1F)C(=O)Nc1ccc(-c2cn3ccsc3n2)cc1 (stereo not given) | 8
C=C(C)C1CC=C(C)C(=NNc2ccccc2[N+](=O)[O-])C1 (stereo not given) | 41*
O=S(=O)(Nc1ccc(N2CCCCS2(=O)=O)cc1)c1cccc2ccccc12 | 7
CCOc1ccc(OCC)c(S(=O)(=O)N2CCN(c3ccc(C)c(Cl)c3)CC2)c1 | -20
CC(=O)Nc1nc2c(Cl)cccc2s1 | -9
O=C(NN=Cc1ccc(-c2ccccc2[N+](=O)[O-])o1)c1cncc(Br)c1 | 12
CCOc1nn(CC)cc1-c1nnc(SCC(=O)Nc2ccc(C)c(Cl)c2)n1C | 0
CCOC(=O)c1sc2c(c1NC(=O)c1ccc3nnsc3c1)CC[C@H](C)C2 | -5
CCOC(=O)CCC(=O)N1CCN(Cc2nc(-c3ccco3)cs2)CC1 | -9
Oc1ccc(-c2[nH]ncc2Oc2ccccc2Br)c(O)c1 | -2
CCOC(=O)c1sc(NC(=O)CC)nc1-c1ccccc1 | 1
COC(CNC(=O)C(=O)Nc1cc2c3c(c1)CCC(=O)N3CCC2)c1ccc(Cl)s1 (stereo not given) | -8
COc1ccc(S(=O)(=O)N2CCC(C(=O)Nc3sc4c(c3C#N)CC[C@H](C)C4)CC2)cc1 | -3
O=C(c1ccc(Cn2ccnc2)cc1)N1CCC[C@H](c2nnc(-c3ccsc3)o2)C1 | 2
Additional entries:
SMILES | PriA SSB inh
O=C(NCCc1ccoc1)c1ccccc1SC(F)F | 7
N#CC1C(SCC(=O)Nc2nc3ccccc3s2)=NC2=C(C(=O)CCC2)C1c1ccco1 (stereo not given) | -9
O=C(Cn1c(=O)n(Cc2cccs2)c(=O)c2ncccc21)c1ccccc1 | -3
Cc1cc(C(=O)Nc2nc(C(=O)NCCc3cccs3)co2)no1 | -19
CC(Cc1ccco1)NC(=O)c1cnccn1 (stereo not given) | -7
Cc1nc(C)c(-c2ccc(=O)n(CCNC(=O)c3c(-c4ccccc4Cl)noc3C)n2)s1 | 37*
COc1ccc(-c2ccc(=O)n(CCCC(=O)N3CCc4ccccc43)n2)cc1OC | -2
O=C(OCc1cc(-c2ccccc2)on1)c1ccc(S(=O)(=O)N2CCCC2)cc1 | 8
COc1ccccc1C(=O)N1CCCC[C@H]1c1cc(C(N)=O)n[nH]1 | -5
Cc1cc(NC(=O)[C@@H](c2ccccc2)n2cccc2)ccc1Br | 8
COc1ccc(N2CCN(Cc3cc(=O)c(OC)cn3CC(=O)Nc3ccc(C(C)=O)cc3)CC2)cc1 | -4
Cc1cc(NC(=O)c2ccc(S(=O)(=O)N3CCCCC3C)cc2)on1 (stereo not given) | 6
O=C(COc1ccc(F)cc1)NCCn1nc(-c2ccncc2)cc1C1CC1 | -15
COCC(=O)N1CCCc2ccc(NS(=O)(=O)C3CCCCC3)cc21 | -9
CC(C)(C)NC(=O)CCN(N=Cc1ccc([N+](=O)[O-])o1)C1=NS(=O)(=O)c2ccccc21 | 0
O=C(c1ccc2ncsc2c1)N1CCN(c2ccccc2)CC1 | 4
O=C(CCCc1ccccc1)N(Cc1ccsc1)CC(F)(F)F | -82
Cc1ncsc1C(=O)N1CCC[C@H](Cc2nc(C3CC3)no2)C1 | -17
COc1ccc(N(C)S(=O)(=O)c2ccsc2-c2nc(-c3ccccc3C)no2)cc1OC | -6

An excerpt of these results, in CSV form.
smiles,PriA SSB inh
COc1ccccc1C(=O)N1CCCC[C@H]1c1cc(C(N)=O)n[nH]1,-5
Cc1cc(NC(=O)[C@@H](c2ccccc2)n2cccc2)ccc1Br,8
COc1ccc(N2CCN(Cc3cc(=O)c(OC)cn3CC(=O)Nc3ccc(C(C)=O)cc3)CC2)cc1,-4
Cc1cc(NC(=O)c2ccc(S(=O)(=O)N3CCCCC3C)cc2)on1 (stereo not given),6
O=C(COc1ccc(F)cc1)NCCn1nc(-c2ccncc2)cc1C1CC1,-15

A portion of the library. The share of hits here may be higher or lower than overall.
